WT yeast gro inh: growth inhibition of WT yeast, mitochondrial fusion screen | hit rate 2.1% among 190,000 | inhibition, % at 10 µM | mitochondrial fusion phenotypic screen, WT strain; in the data active = inhibition above about 58%; tested in S. cerevisiae
PhoP inhibition: inhibitors of PhoP regulon expression, primary screen, Salmonella Typhimurium, GFP reporter (AID 1863). S. Typhimurium PhoP-regulated promoter GFP reporter, 4 h; higher % means a stronger effect. inhibition, % at 50 µM; hits with a dose series show IC50 in µM. hit rate 0.16% among 300,000;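 active = inhibition over 29.93%, a cutoff 3 SD above the screen mean, later confirmed by dose response; inconclusive = inhibition over 29.93% but no dose response follow-up; inactive = inhibition at most 29.93% or unconfirmed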;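 note: 0% = low Mg2+ inducing control and 100% = high Mg2+ repressing control; strong numbers were not always called active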
human PMI inhibitors: MPI inhibition at elevated mannose 6-phosphate – biochemical, fluorescence intensity, high mannose 6-phosphate, primary screen (AID 1220); recombinant PMI enzyme, coupled fluorescence intensity; higher % means a stronger effect; inhibition, % at 20 µM; hits with a dose series show IC50 in µM; hit rate 0.66% among 190,000
Myeloid diff MLP: compounds promoting myeloid differentiation; calls only at 10 µM; hit rate 1% among 360,000; AID 624256; ER-HoxA9 myeloid progenitors, lysozyme-GFP differentiation, flow cytometry;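 active = normalized GFP-positive differentiation at or above the plate's own cutoff, the solvent-only control mean plus 3 SD; inconclusive = no clear call, values can overlap the other calls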;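 note: cells exposed to compound for four days before flow analysis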
XIAP antagonists: small molecules displacing peptide from XIAP – biochemical, IAP family, fluorescence polarization (AID 1018); XIAP BIR domain, fluorescence polarization peptide displacement; higher % means a stronger effect; one-dose displacement, % at 20 µM; IC50 in µM for titrated hits; hit rate 0.007% among 200,000; in the data active = displacement above about 50%; note: a part of the inactive calls stands beside numbers as strong as those of hits
TNAP activation fold: human TNAP enzyme activators, primary screen, biochemical, luminescent, no phosphate acceptor, uHTS (AID 1001). purified TNAP, luminescent activation assay, no phosphate acceptor; higher activation fold means a stronger effect. activation fold at 20 µM; hits with a dose series show EC50 in µM. hit rate 0.03% among 200,000; in the data active = activation fold from about 3, or a potency from the dose series; inactive = the rest, 99 in 100 with activation fold below about 1.6; note: many of its hits are not listed in these tables
RSV CPE inhibition: inhibition of RSV-induced cytopathic effect – HEp-2 cells, primary 10 µM value included (AID 2391). HEp-2 cells, RSV-induced CPE inhibition; higher % means a stronger effect. CPE inhibition, % at 10 µM; hits with a dose series show IC50 in µM. hit rate 0.13% among 310,000; in the data active = a potency from the dose series; inconclusive = CPE inhibition mostly from about 23% at the one dose, without a potency; inactive = the rest, 99 in 100 with CPE inhibition below about 21%; note: strong numbers were not always called active
human PMI inhibition: inhibitors of human PMI, primary screen, biochemical, fluorescence intensity, coupled assay (AID 1209). hit rate 0.42% among 190,000. purified PMI enzyme, coupled fluorescence intensity; higher % means a stronger effect. one-dose inhibition, % at 20 µM; IC50 in µM for titrated hits;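 note: plate controls were DMSO vehicle for no effect and wells lacking substrate for full effect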
Siah-1 displacement: blockers of Siah-1 interaction with plectin peptide – biochemical, fluorescence polarization, rhodamine-plectin, uHTS, primary screen (AID 1817); Siah-1 / rhodamine-plectin peptide fluorescence polarization; higher % means a stronger effect; displacement, % at 20 µM; hits with a dose series show IC50 in µM; hit rate 0.02% among 290,000;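 active = displacement of at least 50% at 20 µM, with a fluorescence ratio check between 0.3 and a set limit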;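 note: plate controls were Siah plus tracer with DMSO for no effect and tracer alone without Siah for full effect; strong numbers were not always called active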
WT yeast gro inh mutant strain: also measured in WT yeast gro inh; calls as there; inhibition, %; mitochondrial fusion phenotypic screen, mutant strain inhibition
Myeloid diff MLP GFP+ MAC1+ %: recorded beside Myeloid diff MLP, whose call it bears; GFP+ MAC1+ double positive, %; measured here: differentiation confirmed by MAC1 staining
The depositor's hits bear a star; i = inactive; ? = inconclusive; / = no result given. Cut-off read from the data, not from the text of the source, unless noted: active = inhibition above about 50%; inactive = the rest.

Molecule | WT yeast gro inh | WT yeast gro inh mutant strain | PhoP inhibition | human PMI inhibitors | Myeloid diff MLP | Myeloid diff MLP GFP+ MAC1+ % | XIAP antagonists | TNAP activation fold | RSV CPE inhibition | human PMI inhibition | Siah-1 displacement
O=C(CN1CCN(C(=O)N2CCOCC2)CC1)Nc1ccc(Br)cc1 | 14.3 | 2.4 | -3.3% | -22.7% | i | 0.8 | -5.6% | 1 | 2.0% | -13.3% | 18.0%
Cc1cc(CSc2ccccc2)ccc1NC(=O)COc1ccccc1 | 7.8 | -5.4 | -1.1% | -6.4% | i | 1.3 | 0.2% | 1 | 1.2% | -11.5% | 1.6%
CC(=O)Nc1ccc(C(=O)CSc2cc(C)c3cccc(C)c3n2)cc1 | -12.5 | -6.2 | -20.0% | 15.1% | i | 0.9 | -2.9% | 1 | 5.5% | 17.9% | 0.1%
COc1ccc(C(=O)NNC(=O)Cc2nc3nc(C)cc(C)n3n2)cc1 | / | / | 6.5% | / | i | 0.6 | / | / | 0.8% | / | -8.9%
O=Cc1ccc(N2CCCCCC2)cc1 | -7.3 | 7.3 | -3.1% | 5.3% | i | 0.6 | -2.6% | 1 | 1.8% | 11.0% | -3.1%
CCC(C)Nc1nc(Cl)nc(NCCOc2ccccc2)n1 (stereo unspecified) | 6.0 | 1.1 | 7.1% | 14.6% | i | 0.3 | -0.6% | 1.2 | 18.6% | 26.9% | 3.4%
COC(=O)CC1C(=O)NCCN1C(=S)NC(=O)CCc1ccccc1 (stereo unspecified) | 0.8 | 3.9 | -10.7% | 3.6% | i | 0.4 | -5.5% | 1.1 | 1.1% | 5.0% | 15.5%
NC(=O)c1ccsc1NC(=O)CCc1ccccc1 | / | / | -0.3% | / | i | 0.4 | / | / | 1.6% | / | -1.0%
CCNC(=O)O/N=C1\CCCCC1c1ccc([N+](=O)[O-])cc1[N+](=O)[O-] (stereo unspecified) | / | / | 7.3% | / | i | 0.8 | / | / | 6.3% | / | 4.3%
O=C(Nc1ccc(NC(=O)c2ccco2)nc1)c1cccc(F)c1 | / | / | 2.8% | / | i | 1.0 | / | / | 4.7% | / | 1.3%
O=C(Cn1cc(C(F)(F)F)ccc1=O)NCc1ccc(F)cc1 | / | / | -1.2% | / | i | 0.9 | / | / | 0.7% | / | 0.8%
COC(=O)c1cc(Br)c(=O)n(-c2ccccc2OC)c1 | 19.8 | 15.1 | 1.1% | -5.1% | i | 0.8 | -2.4% | 1.2 | 0.9% | -8.2% | 0.0%
O=C(O)C1C2CCC(C2)C1C(=O)NCCc1ccc(F)cc1 (stereo unspecified) | / | / | 1.6% | / | i | 1.2 | / | / | 0.4% | / | 2.0%
Cc1cccn2cc(-c3ccc(S(=O)(=O)N4CCOCC4)cc3)nc12 | 3.6 | -1.9 | 9.8% | 21.5% | i | 0.5 | -5.9% | 1.1 | 1.0% | -2.7% | -3.6%
COc1ccc(NC(=O)C(NCC(C)C)c2ccccc2)cc1Cl (stereo unspecified) | 7.7 | -8.2 | 6.2% | -1.4% | i | 0.2 | -3.5% | 1.1 | -0.2% | 2.8% | 21.1%
Cc1cc(C)cc(C(=O)NCC(=O)OCc2c(C)noc2C)c1 | 13.8 | -14.8 | 5.5% | -6.0% | i | 0.8 | -0.8% | 1 | 2.2% | 2.6% | 1.7%
OC(COc1ccc2cc(Br)ccc2c1)CN1CCOCC1 (stereo unspecified) | 14.6 | 24.8 | -7.3% | 1.8% | i | 0.7 | -12.1% | 1 | 13.2% | 6.2% | -3.5%
O=S1(=O)CCN(C(CO)c2ccccc2)CC1 (stereo unspecified) | 1.7 | 0.5 | 5.7% | -3.8% | i | 0.3 | -7.9% | 1 | 0.4% | -4.1% | -4.8%
COc1cc2c(cc1NC(=O)CN1CCN(S(=O)(=O)c3ccccc3F)CC1)oc1ccccc12 | 11.2 | -19.9 | 18.7% | -7.5% | i | 0.5 | -7.1% | 1.1 | 16.7% | 0.3% | 0.8%
O=C(Nc1cccc(S(=O)(=O)C(F)F)c1)c1ccc(S(=O)(=O)N2CCOCC2)cc1 | -3.3 | 11.1 | 11.4% | 0.8% | i | 1.0 | -4.6% | 1 | 5.3% | 11.3% | -0.2%
Cc1ccc2oc(=O)c3cc(C(=O)Nc4cc(-c5cccc(F)c5)no4)sc3c2c1 | -10.5 | 2.1 | -4.0% | 0.2% | / | / | 0.3% | 1.1 | 1.3% | -4.6% | 10.8%
CCN(CC(=O)N1CCOCC1)S(=O)(=O)c1ccccc1 | / | / | -3.4% | / | i | 3.1 | / | / | 1.3% | / | -1.9%
COCCCNC(=O)c1ccc2c(c1)nc(C)n2-c1cccc(C)c1 | / | / | -8.2% | / | i | 0.4 | / | / | ? | / | 2.4%
Cc1cc(C)c(N=C2CCCN2Cc2ccccc2)c(C#N)c1 | 7.0 | 10.0 | 5.3% | -1.3% | i | 0.3 | -7.2% | 1.1 | 1.7% | -3.4% | -4.6%
O=C(CCC1CCCN(C(=O)Cc2ccc(F)cc2)C1)N1CCN(c2ccccn2)CC1 (stereo unspecified) | 21.8 | 11.1 | -4.8% | 2.7% | i | 0.7 | -3.0% | 1.1 | 12.2% | 4.3% | 10.8%
O=C(Nc1nnc(SCc2cccnc2)s1)C1CC(=O)N(c2ccc(F)cc2)C1 (stereo unspecified) | / | / | 8.9% | / | i | 0.4 | / | / | 0.6% | / | -2.2%
Cc1ccccc1-c1oc(C)c(C)[n+]1[O-] | -24.1 | -14.0 | -5.3% | -20.0% | i | 0.8 | -4.8% | 1.1 | 0.8% | -29.6% | 6.4%
CCCN1CCN(CCCNC(=O)c2cc3c(=O)n(C)c4ccccc4c3n2C)CC1 | -0.6 | -0.8 | 3.0% | 2.4% | i | 1.7 | -0.5% | 1.2 | -2.7% | 0.3% | 2.5%
CC(C)NC(=O)Cn1c(SCC(=O)N2CCc3ccccc3C2)nc2ccccc21 | -17.9 | 6.6 | -4.5% | 1.1% | i | 8.5 | -1.8% | 1.1 | 0.3% | 9.7% | 2.2%
Cc1ccc(OCC(=O)N2CCN(S(=O)(=O)c3ccccc3)CC2)c([N+](=O)[O-])n1 | -7.7 | 5.2 | 31.6% | 2.5% | i | 0.1 | -4.7% | 1 | 0.8% | 15.5% | 9.2%
COc1cc(C)nc(OCCNS(=O)(=O)c2cc(C)ccc2C)n1 | -6.3 | 6.7 | -7.0% | -4.3% | i | 0.6 | -0.1% | 1.1 | 0.9% | -1.0% | -4.7%
CCCn1cc(S(=O)(=O)c2ccc(OC)cc2)c(=O)c2cc(OCC)ccc21 | / | / | -7.9% | / | i | 0.0 | / | / | 2.2% | / | 6.1%
CC(C)c1ccc(NC(=O)c2ccc3c(c2)C(=O)N(Cc2cccnc2)C3=O)cc1 | / | / | -5.3% | / | i | 0.8 | / | / | 1.0% | / | 0.2%
CCc1ccccc1NC(=O)c1cc2ncc(Br)cn2n1 | 0.7 | -32.8 | -7.4% | -9.4% | i | 4.6 | -2.3% | 1.1 | -0.7% | -4.8% | -1.2%
c1ccc(CNCc2ccc3c(c2)OCO3)nc1 | -20.1 | 7.1 | -1.7% | -0.6% | i | 1.0 | 0.1% | 1.1 | 0.9% | -1.8% | 21.7%
O=C(Nc1ccc2c(c1)OCCO2)C1CC(c2ccc(F)cc2)=NO1 (stereo unspecified) | / | / | 1.0% | / | i | 0.6 | / | / | 4.2% | / | -4.9%
COc1cc(SC)ccc1C(=O)N1CCCCCC1 | -4.4 | 3.9 | -13.2% | 1.3% | i | 0.4 | -13.2% | 1.1 | -0.1% | -2.3% | 0.2%
CCOc1ccc(N(CC(=O)NCCc2ccc(F)cc2)S(=O)(=O)c2ccccc2)cc1 | / | / | 14.7% | / | i | 1.1 | / | / | 2.4% | / | 0.6%
CCOc1ccc(NC(=O)CCn2cccc2)cc1 | -8.1 | -27.5 | 7.1% | -4.7% | i | 0.9 | -1.9% | 1.1 | 3.3% | -1.6% | 6.7%
O=C(Nc1nnc(-c2ccccc2Cl)o1)c1ccc(S(=O)(=O)N2CCCCCC2)cc1 | 4.5 | -20.7 | -8.9% | -7.7% | / | / | -7.5% | 1.1 | -2.5% | -15.8% | 3.6%
CN1Cc2ccccc2N(CC(=O)NCc2ccccc2)C1=O | -4.5 | -5.6 | 3.2% | -0.5% | i | 0.4 | -9.6% | 1.1 | 5.6% | -1.4% | -11.8%
Cc1c(C)c(C)c(/C=[N+](/C)[O-])c(C)c1C | -7.3 | -39.1 | -2.3% | -6.6% | i | 0.3 | -9.7% | 1 | 2.3% | -11.2% | -3.9%
CCN(CC(=O)Nc1ccc(OC)cc1)C(=O)CSCC(=O)Nc1ccc(C)cc1 | / | / | -4.9% | / | i | 0.5 | / | / | 1.2% | / | -3.5%
CC1(C)Cc2ccccc2-c2nc(NCCCO)n(-c3ccccc3)c(=O)c21 | 12.4 | -2.2 | 0.4% | 1.7% | i | 0.5 | 2.1% | 1.2 | -0.9% | 2.8% | -0.3%
CC(=O)c1sc(NC(=O)COc2ccc([N+](=O)[O-])cc2)nc1C | -1.6 | -1.5 | 32.0% | 3.9% | i | 0.4 | -1.0% | 1.1 | -0.7% | 6.7% | 4.5%
Nn1c(Cc2ccccc2F)nnc1SCC(=O)N1CC(=O)Nc2ccccc21 | 8.7 | -1.5 | 5.3% | -13.0% | i | 0.7 | -5.8% | 1 | 0.4% | -11.6% | -1.6%
Cc1ccc(NC(=O)CN(C)c2ccc(S(=O)(=O)N3CCN(C)CC3)cn2)cc1 | -10.6 | -8.6 | 14.1% | 1.7% | i | 1.0 | -3.0% | 1.1 | -0.7% | 0.1% | -3.1%
CCn1nnc(NC(=O)c2ccc(-c3ccc(Cl)cc3)o2)n1 | 9.4 | -3.7 | -6.4% | 9.7% | i | 0.4 | -15.9% | 1 | 10.2% | 17.5% | 9.0%
COC(=O)c1cc(OC)c(OC)cc1NC(=O)C(C)c1ccc([N+](=O)[O-])cc1 (stereo unspecified) | 8.8 | 1.3 | 1.5% | -4.8% | i | 0.3 | -1.7% | 1.1 | 2.9% | 4.3% | 2.0%
COc1ccc(CNC(=O)CCS(=O)(=O)c2cc3c(cc2Cl)NC(=O)CO3)cc1 | / | / | 7.8% | / | ? | / | / | / | 0.1% | / | -5.6%
COCCn1nnnc1C(c1ccccc1)N1CCN(C(=O)c2ccco2)CC1 (stereo unspecified) | / | / | 5.5% | / | i | 0.6 | / | / | 2.4% | / | -4.3%
O=C(COC(=O)c1cccc(S(=O)(=O)N2CCCC2)c1)Nc1ccccc1 | -11.2 | 3.0 | -11.8% | -7.5% | i | 0.2 | -0.4% | 1 | 0.8% | -13.0% | 0.8%
CCOC(=O)Cc1csc(SCc2nc3ccccc3c(=O)[nH]2)n1 | -4.8 | -6.8 | -5.6% | 1.7% | i | 1.2 | -2.5% | 1 | -0.3% | -6.8% | 6.6%
